Mcl1 Bid PPI: Mcl-1/Bid interaction inhibition; TR-FRET Mcl-1/Bid-Dy647 peptide binding, 1536-well; inhibition, % at 21.7 µM; 0.97% of 220,000 active;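 active means compounds that cut the binding signal by more than half at the single screening dose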;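 further: His-tagged Mcl-1 with europium anti-His antibody binding Bid BH3 peptide; 0% = Mcl-1 plus peptide wells and 100% = peptide-only wells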
Cdc42 wt: changes GTP binding to wildtype human Cdc42 | P60953 | GST-Cdc42 beads, Bodipy-GTP binding, flow cytometry; actives lie on both sides | percent activity (GTP binding), % at 10 µM | 0.2% of 190,000 active;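 active means percent activity GTP binding at least 20 points away from the 100% baseline, either down as inhibitor or up as activator; inconclusive means compound flagged as likely green fluorescent from well-wide comparison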;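 further: median bead fluorescence of bound Bodipy-FL-GTP at 100 nM; 0% = excess unlabeled GTP control and 100% = no compound control; below 100% means less GTP binding so inhibitor and above means activator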
Target sequence (P60953 whole entry, looked up): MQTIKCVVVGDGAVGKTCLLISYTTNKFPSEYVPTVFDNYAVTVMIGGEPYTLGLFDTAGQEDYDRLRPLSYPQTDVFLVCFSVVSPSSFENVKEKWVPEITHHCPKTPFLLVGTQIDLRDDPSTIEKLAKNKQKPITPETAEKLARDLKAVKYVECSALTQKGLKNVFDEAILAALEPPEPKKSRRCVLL
RGS8-Gao reg: human RGS8-Galphao interaction regulation | multiplexed bead flow cytometry, RGS8-Galphao binding; actives lie on both sides | 0.34% of 220,000 active | P09471 | response (percent of control binding), % at 10 µM; in the data active means response below about 60% or above about 140%; inactive means in between;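 further: Galphao activated as the GDP aluminium fluoride complex binding bead-coupled RGS8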
Target sequence (P09471 whole entry, looked up): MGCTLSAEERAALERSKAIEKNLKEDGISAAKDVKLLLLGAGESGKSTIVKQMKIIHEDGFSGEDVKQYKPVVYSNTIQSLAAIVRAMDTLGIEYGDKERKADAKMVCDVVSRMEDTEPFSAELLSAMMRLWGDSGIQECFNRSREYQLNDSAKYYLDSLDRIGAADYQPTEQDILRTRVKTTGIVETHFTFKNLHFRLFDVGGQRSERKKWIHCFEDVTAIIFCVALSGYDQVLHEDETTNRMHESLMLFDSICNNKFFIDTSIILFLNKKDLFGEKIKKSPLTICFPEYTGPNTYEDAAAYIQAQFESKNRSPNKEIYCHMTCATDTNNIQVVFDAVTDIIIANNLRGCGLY
Rab7 wt modul: alters GTP binding to wildtype dog Rab7; GST-Rab7 beads, fluorescent GTP binding, flow cytometry; actives lie on both sides; untreated = 100%, excess cold GTP = 0%; GTP binding activity (percent of control), % at 10 µM; 0.055% of 190,000 active; AID 758;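 active means fluorescent GTP binding to Rab7 beads changed by at least 20 points from the 100% baseline, either direction, mostly lower; inconclusive means compound itself probably fluorescent, or too few beads counted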;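 further: median green fluorescence of bound Bodipy-FL-GTP per Rab7 bead population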
Mcl-1 Bim block: human Bim-Mcl-1 interaction inhibition; Q07820; 0.1% of 190,000 active; Bead-based flow cytometry, Bim peptide-Mcl-1 binding; AID 1009; inhibition, % at 10 µM; in the data active means inhibition above about 40%;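 further: 0% = no compound tracer wells and 100% = peptide blocker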
Rac1 mut GTP: modulators of GTP binding to human Rac1 activated mutant. GST-Rac1 activated beads, fluorescent GTP binding, flow cytometry; actives lie on both sides; 100% means binding = to untreated wells. percent activity (GTP binding), % at 10 µM. P63000. 0.11% of 190,000 active;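 active means GTP binding at least 20 percentage points away from the 100% baseline, in either direction, so actives lie on both sides; inconclusive means Compound likely fluorescent itself, or too few beads counted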
Pf gamet viab: inhibitors of late stage P. falciparum gametocyte viability; AID 743093; P. falciparum stage V gametocytes, ATP luminescence, 24 h; 0.065% of 150,000 active; inhibition, % at 10.9 µM;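 active means inhibition above the mean plus 3 SD of compounds within the control limits, set per campaign, cut at about 38% in these data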;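 further: 0% = DMSO wells and 100% = medium only without gametocytes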
Rab2 wt GTP: changes GTP binding to wildtype dog Rab2A, up or down | P61105 | GST-Rab2 wt beads, Bodipy-GTP binding, flow cytometry | GTP binding activity, % at 10 µM | 0.19% of 190,000 active;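 active means GTP binding activity at least 20 points away from 100%, either lowered or raised; inconclusive means signal likely due to the compound's own green fluorescence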;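 further: 0% = beads with excess unlabeled GTP and 100% = no-compound control corrected for plate trend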
HRas wt GTP: changes GTP binding to wildtype human HRas; P01112; GST-Ras wt beads, Bodipy-FL-GTP binding, flow cytometry; actives lie on both sides; GTP binding activity, % at 10 µM; 0.14% of 190,000 active; AID 759;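 active means GTP binding activity at least 20% away from the 100% baseline, either lowered as inhibitor or raised as activator; inconclusive means flagged as likely green fluorescent, judged across all proteins in the well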;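 further: 0% = unlabeled GTP competition control and 100% = no-compound control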
Target sequence (P01112 whole entry, looked up): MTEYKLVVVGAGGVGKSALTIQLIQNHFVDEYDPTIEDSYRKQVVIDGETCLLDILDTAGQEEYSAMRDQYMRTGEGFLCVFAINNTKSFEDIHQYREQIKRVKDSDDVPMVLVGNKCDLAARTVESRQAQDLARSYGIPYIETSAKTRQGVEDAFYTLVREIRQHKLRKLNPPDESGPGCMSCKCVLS
Mcl1 Noxa PPI: disrupts binding of human Mcl-1 to Noxa peptide; TR-FRET Mcl-1/Noxa peptide binding, 2 h; inhibition, % at 21.7 µM; 1.5% of 220,000 active;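 active means compounds that cut the protein-peptide binding signal by more than 50% relative to plate controls in a single-dose test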;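 further: His-tagged Mcl-1 with rhodamine Noxa BH3 peptide and terbium anti-His antibody; 0% = Mcl-1 plus Noxa peptide wells and 100% = peptide-only wells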
Rac1 wt GTP bind: alters GTP binding to wildtype human Rac1 | GTP binding activity (% of control), % at 10 µM | P63000 | AID 757 | 0.27% of 190,000 active | GST-Rac1 beads, fluorescent GTP binding, flow cytometry; actives lie on both sides; 0 = cold GTP competed, 100 = untreated;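 active means GTP binding activity at least 20 points away from the 100% control level, either lower or higher; inconclusive means compound flagged as likely green fluorescent, judged across all proteins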
The depositor's hits bear a star; ? = inconclusive; . = not tested or not shown; & = joins results of further samples.

SMILES	Mcl1 Bid PPI	Cdc42 wt	RGS8-Gao reg	Rab7 wt modul	Mcl-1 Bim block	Rac1 mut GTP	Pf gamet viab	Rab2 wt GTP	HRas wt GTP	Mcl1 Noxa PPI	Rac1 wt GTP bind
Nc1nc(SCC(=O)NCCC(c2ccccc2)c2ccccc2)n[nH]1	1	105	98	101	-2	101	10	102	104	10	103
CCn1c(COc2ccc(OC)cc2)nc2ccccc21	-2	101	99	100	-1	97	7	101	99	11	100
CCCCCCc1cc2cc(S(=O)(=O)c3ccc(F)cc3)c(=O)oc2cc1O	-15	91	102	99	-2	94	-8	93	94	-4	94
O=C(CNS(=O)(=O)c1cccc2nonc12)NCc1ccc(F)cc1	-6	98	104	100	-2	94	-18	99	98	9	96
CCN1CCN(CCCN(Cc2ccco2)C(=S)Nc2cc(Cl)ccc2C)CC1	-24	98	94	90	-4	96	-10	95	95	18	96
CCOc1ccc(-n2cnnn2)cc1S(=O)(=O)NCCc1ccc(OC)c(OC)c1	-10	103	105	100	-1	99	.	102	101	21	107
CN1CCC(Oc2ccc(Sc3ccccc3)cc2)CC1	-29	100	109	105	-1	99	-3	102	101	19	108
COC(=O)C1CCN(C(=O)c2sc3nc(-c4ccc(F)cc4)cn3c2C)CC1	-26	98	101	101	-3	96	8	98	98	-9	98
CCCNc1ncnc2onc(C)c12	-6	99	100	97	0	97	.	94	96	12	101
N#CC1(c2ccc(NC(=O)c3ccccc3)cc2)CCCC1	-23	109	101	103	-5	101	.	100	102	16	108
O=C(NC(=S)NCCO)c1cn(-c2ccccc2)nc1-c1ccccc1	-31	99	94	96	0	95	.	96	96	-2	100
CC1CC/C(=C\c2ccc3c(c2)OCO3)C(=O)/C1=C/c1ccc2c(c1)OCO2 (stereo not given)	-28	97	96	100	0	97	.	97	99	7	101
O=C(Nc1ccc([N+](=O)[O-])cn1)c1cc(-c2cccc(Br)c2)nc2ccccc12	-15	100	114	97	1	98	21	97	99	9	103
COc1ccc(/C=C/CN2CCN(Cc3cccc(OC)c3)C(CCO)C2)cc1 (stereo not given)	-44	98	100	97	0	95	5	96	95	-6	100
COc1cc(CCC(=O)N2CCN(c3ccc(N4CCOCC4)nn3)CC2)cc(OC)c1OC	-24	102	103	101	-3	100	.	100	102	6	105
Cc1ccc(C)c(OCC(=O)NC(Cc2c[nH]c3ccccc23)C(=O)O)c1 (stereo not given)	-58	91	99	93	1	90	6	90	93	14	97
CC(=O)Nc1ccc(C(=O)NNC(=O)c2cc([N+](=O)[O-])cc([N+](=O)[O-])c2)cc1	-30	?	102	?	-3	?	.	?	?	12	?
Oc1ccc(/C=N/n2cc(-c3ccccc3)[nH]c2=S)cc1	-41	93	99	99	-9	93	.	97	94	73*	94
CC(=O)Nc1ccc(C(=O)CSc2cc(C)c3cccc(C)c3n2)cc1	-5	101	105	98	-5	100	2	99	101	-7	105
OCc1cn(-c2ccccc2)nn1	-6	99	102	97	3	95	-22	98	94	-5	99
Clc1cnc(N/N=C/c2cccs2)c(Cl)c1	-19	110	98	102	-4	103	.	108	108	24	105
CCC(CC)NC(=O)CSc1nnc(-c2ccc(OC)cc2)n1C(C)C	-4	96	101	94	1	93	.	95	97	-15	95
CC(=O)Nc1ccc(S(=O)(=O)NNC(=O)COc2cc(C)ccc2C(C)C)cc1	-6	104	99	102	-3	100	16	101	103	8	105
O=C(O)C(Cc1ccccc1)NS(=O)(=O)c1ccc2c(c1)OCCO2 (stereo not given)	-8	103	105	101	4	100	.	105	104	3	101
Cc1noc(C)c1CSc1ncnc2sc3c(c12)CCC(C)C3 (stereo not given)	-5	100	102	101	-1	101	.	100	102	15	104
CCNC(=S)N1C2CCC1CC(NC(=O)NC1CCCCC1)C2 (stereo not given)	-7	97	103	99	-5	92	29	97	96	4	94
Cc1ccc(/C=c2\sc3n(c2=O)CN(c2ccc(Br)cc2)CN=3)o1	-42	100	94	105	-3	95	.	100	101	19	99
O=C(c1cccs1)n1nc(-c2ccccc2)nc1NCc1ccc(F)cc1	-1	98	101	94	0	97	.	98	97	1	97
C[C@]12CCC(=O)C=C1CC[C@@H]1[C@@H]2[C@@H](O)C[C@@]2(C)[C@H]1CC[C@]2(O)C(=O)COC(=O)CCC(=O)O	3&-12	100&98	102	102&102	-4&-3	99&100	.	97&102	99&99	18&7	105&100
Cc1cc(Cl)ccc1Oc1ncc(-c2ccc(Cl)cc2)cn1	-13	98	104	98	1	98	3	97	100	-72	97
CCCCn1c(SCC(=O)OC)nc2c1c(=O)n(C)c(=O)n2C	-30	103	103	102	-1	99	.	102	103	-8	104
COc1ccccc1NC(=O)C1CCCN(S(=O)(=O)c2cnc[nH]2)C1 (stereo not given)	13	99	86	98	0	100	.	98	98	-6	102
CS(=O)(=O)N1CCN(c2ccc(Cl)cc2[N+](=O)[O-])CC1	-1	99	103	101	0	98	14	100	99	4	101
Cc1[nH]c2ccccc2c1SCC(=O)N1CCCCCC1	-35	96	104	102	-3	95	24	96	100	14	101
O=C(Nc1cccc(C(=O)N2CCN(c3ccc(F)cc3)CC2)c1)c1ccccc1	-25	98	99	104	3	93	9	102	99	18	101
CCOC(=O)c1c(NC(=O)/C=C/c2ccco2)sc(C)c1C	14	101	103	104	-6	99	.	104	102	17	105
O=C1CC(N2CCN(c3ccc(F)cc3)CC2)C(=O)N1Cc1cccs1 (stereo not given)	-17	105	100	100	-1	100	13	102	101	6	104
CCc1ccccc1N1CC23C=CC(O2)C(C(=O)OCC(C)C)C3C1=O (stereo not given)	-5	97	85	100	6	98	.	99	99	2	100
COc1ccc(CCNC(=O)CCN2C(=O)COc3ccc(C)cc32)cc1OC	-35	101	96	98	-3	99	4	97	99	1	102
O=C(CSc1ccc2ccccc2c1Br)Nc1cccc(S(=O)(=O)NC2=NCCCCC2)c1	-37	97	106	96	-3	98	10	95	98	-22	100
CCNC(=S)N/N=C(\C)c1ccc2ccccc2c1	-48	97	100	103	0	96	.	96	96	16	96
Cc1cc(C)n2nc(SCC(=O)N/N=C/c3ccccn3)nc2n1	2	103	101	101	-3	99	2	98	102	-5	104
COc1ccc(OC)c(/C=c2\sc3nc(-c4cccs4)nn3c2=O)c1	3	97	102	99	0	98	-11	98	99	10	102
Cc1ccc(NC2OC(CO)C(O)C(O)C2O)cc1 (stereo not given)	-94	105	97	105	0	100	.	103	106	-2	104
O=C1CC(NNc2ccccc2)C(=O)N1c1ccccc1 (stereo not given)	-52	100	100	99	-2	102	-13	102	105	2	105
CCc1ccc(NC2CC(=O)N(c3ccc(OC)cc3OC)C2=O)cc1 (stereo not given)	-42	95	102	99	0	95	-5	97	98	20	99
CC(=O)c1sc(NC(=O)C(C)C)nc1C	-9	?	102	?	3	?	.	?	?	8	?
c1ccc(Cn2c(CSc3nnnn3-c3ccccc3)nc3ccccc32)cc1	4	92	97	93	3	95	-27	96	93	-2	95
CCC(C)C(=O)Nc1nc(C)c(-c2csc(Nc3cc(OC)ccc3OC)n2)s1 (stereo not given)	-8	100	101	97	-1	99	-41	97	98	39	100
COC(=O)c1c(NC(=O)COC(=O)Cn2cnc3ccccc32)sc2c1CCCC2	-13	?	99	?	-2	?	6	?	?	4	?
O=C(O)Cc1ccc(-c2ccccc2-c2ccccc2)cc1	7	114	99	104	-2	111	.	112	110	19	118
O=C(COC(=O)C12CC3CC(CC(C3)C1)C2)Nc1ccc([N+](=O)[O-])cc1Cl	-11	97	102	104	-4	99	-10	100	102	3	102
CCOc1ccc(NC(=O)Cn2nnc(C(=O)NCc3ccco3)c2N)cc1	0	107	99	101	-2	100	-10	103	103	17	106
Cc1ccccc1S(=O)(=O)NC1=NCCCCC1	-7	100	104	101	-1	99	15	100	98	5	102
O=C(CCC(=O)N(CC(=O)NC1CCCCC1)Cc1cccs1)Nc1ccccn1	-15	100	87	104	-3	97	24	102	98	-4	101
CCC(=O)N1c2ccc(S(=O)(=O)CCC(=O)NC3CCCC3)cc2CC1C (stereo not given)	-14	103	97	102	1	100	.	103	102	2	109

Some of the entries above, reformatted.
Screens in order – Mcl1 Bid PPI, Cdc42 wt, RGS8-Gao reg, Rab7 wt modul, Mcl-1 Bim block, Rac1 mut GTP, Pf gamet viab, Rab2 wt GTP, HRas wt GTP, Mcl1 Noxa PPI, Rac1 wt GTP bind
CCNC(=S)N/N=C(\C)c1ccc2ccccc2c1
→ -48, 97, 100, 103, 0, 96, ., 96, 96, 16, 96
Cc1cc(C)n2nc(SCC(=O)N/N=C/c3ccccn3)nc2n1
→ 2, 103, 101, 101, -3, 99, 2, 98, 102, -5, 104
COc1ccc(OC)c(/C=c2\sc3nc(-c4cccs4)nn3c2=O)c1
→ 3, 97, 102, 99, 0, 98, -11, 98, 99, 10, 102
Cc1ccc(NC2OC(CO)C(O)C(O)C2O)cc1 (stereo not given)
→ -94, 105, 97, 105, 0, 100, ., 103, 106, -2, 104
O=C1CC(NNc2ccccc2)C(=O)N1c1ccccc1 (stereo not given)
→ -52, 100, 100, 99, -2, 102, -13, 102, 105, 2, 105
CCc1ccc(NC2CC(=O)N(c3ccc(OC)cc3OC)C2=O)cc1 (stereo not given)
→ -42, 95, 102, 99, 0, 95, -5, 97, 98, 20, 99
CC(=O)c1sc(NC(=O)C(C)C)nc1C
→ -9, ?, 102, ?, 3, ?, ., ?, ?, 8, ?
c1ccc(Cn2c(CSc3nnnn3-c3ccccc3)nc3ccccc32)cc1
→ 4, 92, 97, 93, 3, 95, -27, 96, 93, -2, 95
CCC(C)C(=O)Nc1nc(C)c(-c2csc(Nc3cc(OC)ccc3OC)n2)s1 (stereo not given)
→ -8, 100, 101, 97, -1, 99, -41, 97, 98, 39, 100

Source: PubChem BioAssay (several laboratories)
